Assay outcomes as filed in PubChem.
Bcl-xL primary: inhibitors of human Bcl-xL; inhibition, % at 10.9 µM; Q07817; 320,000 tested, 0.7% active; GST-Bcl-xL / FITC-Bim BH3 peptide fluorescence polarization;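 active = inhibition above the mean of all tested compounds plus 3 SD, cutoff set per campaign, cut at about 30% in these data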;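 also: 0% = DMSO wells and 100% = unlabeled Bim-BH3 peptide competitor; inhibitors lower millipolarization by displacing the labeled peptide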
Target sequence (Q07817 whole entry, looked up): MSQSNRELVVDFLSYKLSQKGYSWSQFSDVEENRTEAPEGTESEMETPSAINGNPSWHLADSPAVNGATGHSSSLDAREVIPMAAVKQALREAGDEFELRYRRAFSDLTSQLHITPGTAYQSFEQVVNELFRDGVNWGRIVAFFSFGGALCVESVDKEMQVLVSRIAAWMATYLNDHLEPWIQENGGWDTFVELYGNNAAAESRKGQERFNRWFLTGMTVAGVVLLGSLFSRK
Fam108B counter: blocks mouse Fam108B hydrolase in RBBP9 counter-screen. AID 1947. recombinant Fam108B, FP-Rh probe fluorescence polarization. 300,000 tested, 0.33% active. inhibition, % at 9.51 µM;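 active = inhibition above the screen mean inhibition plus 3 SD, computed separately per campaign, cut at about 18% in these data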;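 also: inhibitors lower polarization as less probe binds the enzyme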
TPT1 inhibitor: blocks Candida albicans tRNA 2'-phosphotransferase; recombinant caTPT1, FP RNA substrate dephosphorylation; inhibition, % at 5 µM; 300,000 tested, 0.81% active; AID 1962;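 active = inhibition above the mean of all tested compounds plus 3 SD, set per screening campaign, cut at about 24% in these data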;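 also: plate controls were DMSO alone for no effect and ferristatin control at 100 nM for full effect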
GLD-1 RNA inh: GLD-1-TGE RNA interaction inhibition (C. elegans). inhibition, % at 5.96 µM. 320,000 tested, 0.44% active. AID 2280. purified GLD-1 + fluorescein TGE RNA, fluorescence polarization;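 active = percent inhibition above a per-plate cutoff, the plate mean of test compounds plus 3 SD, cut at about 30% in these data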;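 also: 0% = DMSO wells with GLD-1 and probe and 100% = wells lacking GLD-1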
MEX-5 binding: C. elegans MEX-5 TCR-2 RNA binding activity; Q9XUB2; MEX-5/FITC-TCR2 RNA binding, fluorescence polarization; active compounds read low; activity score (negative = inhibition of binding), % at 10 µM; 300,000 tested, 0.38% active;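 active = inhibition past about -25% in most replicates, and total fluorescence under double the plate's negative control median, limit read from the data; inconclusive = replicates evenly split on the limit, or fluorescence at least double controls; inactive = too little inhibition in most replicates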;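 also: 0% = DMSO and -100% = 5 µM competing unlabeled TCR2 RNA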
PME-1 inh: PME-1 (human) inhibition; recombinant PME-1, FP-Rh probe fluorescence polarization; 320,000 tested, 0.53% active; AID 2130; inhibition, % at 5.9 µM;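 active = inhibition above the campaign mean of all compounds plus 3 SD, cut at about 26% in these data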;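 also: competitive labeling of PME-1 active site by serine hydrolase directed probe; 0% = PME-1 with DMSO and 100% = wells lacking PME-1 enzyme; inhibitors block probe labeling so polarization falls and inhibition rises; many of its hits are not listed in these tables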
Target sequence (Q9Y570 whole entry, looked up): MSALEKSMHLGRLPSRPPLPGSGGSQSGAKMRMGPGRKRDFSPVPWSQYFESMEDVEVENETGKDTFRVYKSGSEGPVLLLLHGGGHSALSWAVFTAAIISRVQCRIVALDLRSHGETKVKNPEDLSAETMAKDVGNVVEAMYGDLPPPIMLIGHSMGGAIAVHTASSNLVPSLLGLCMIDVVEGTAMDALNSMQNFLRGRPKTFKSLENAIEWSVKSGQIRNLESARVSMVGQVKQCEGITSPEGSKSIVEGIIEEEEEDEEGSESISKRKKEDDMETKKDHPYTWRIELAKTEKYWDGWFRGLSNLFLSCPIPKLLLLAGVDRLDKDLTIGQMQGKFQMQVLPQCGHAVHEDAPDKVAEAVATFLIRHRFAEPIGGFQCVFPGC
GSTO1 inh: blocks human GSTO1 in RBBP9 counter-screen | P78417 | recombinant GSTO1, activity-based probe fluorescence polarization | inhibition, % at 5.96 µM | 300,000 tested, 1.1% active | AID 1974;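 active = inhibition above the campaign mean inhibition plus 3 SD, cut at about 35% in these data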;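 also: 0% = GSTO1-1 with DMSO and 100% = wells lacking GSTO1-1 enzyme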
PAD4 FP inh: PAD4 (human) enzyme inhibition | 330,000 tested, 0.41% active | recombinant PAD4, RCA probe fluorescence polarization | inhibition, % at 6.36 µM | Q9UM07;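 active = percent inhibition above a cutoff equal to the mean of all tested compounds plus 3 SD, cut at about 15% in these data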;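 also: 0% = PAD4 with RCA probe and DMSO and 100% = probe without PAD4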
MCL1-BIM inh: disrupts human MCL1 binding to BIM-BH3 peptide; Q07820; GST-MCL1 / FITC-Bim-BH3 fluorescence polarization; inhibition, % at 10.9 µM; 320,000 tested, 0.68% active;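 active = inhibition above the mean inhibition of all tested compounds plus 3 SD, set per campaign, cut at about 40% in these data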;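 also: 0% = DMSO wells and 100% = unlabeled Bim-BH3 peptide control; higher means more loss of mP so more displacement of Bim peptide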
Target sequence (Q07820 whole entry, looked up): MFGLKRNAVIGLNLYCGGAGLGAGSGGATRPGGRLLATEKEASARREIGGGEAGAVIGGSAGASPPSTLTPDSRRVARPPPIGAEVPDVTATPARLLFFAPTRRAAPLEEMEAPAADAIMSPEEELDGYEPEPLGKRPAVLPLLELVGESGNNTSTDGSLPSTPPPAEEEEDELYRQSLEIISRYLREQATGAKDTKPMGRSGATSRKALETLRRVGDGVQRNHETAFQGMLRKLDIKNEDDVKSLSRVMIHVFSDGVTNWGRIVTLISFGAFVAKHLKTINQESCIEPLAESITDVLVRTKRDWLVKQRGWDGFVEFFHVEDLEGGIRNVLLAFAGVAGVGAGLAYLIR
An asterisk follows results filed as active; ? = inconclusive; . = no result given.

SMILES | Bcl-xL primary | Fam108B counter | TPT1 inhibitor | GLD-1 RNA inh | MEX-5 binding | PME-1 inh | GSTO1 inh | PAD4 FP inh | MCL1-BIM inh
COc1c(C)cc(C(=O)C2CCCN(Cc3cccc(C)n3)C2)cc1C (stereo unspecified) | 6 | -1 | 2 | 2 | -0.9 | -6 | -2 | 3 | 12
COc1ccc(CCN(C)Cc2ccncc2)cc1OC | 3 | 1 | -1 | 1 | -2.2 | 3 | -1 | -1 | 2
COCc1c(CN)cnc(C)c1N | 4 | -1 | -3 | 0 | -2.3 | -4 | -6 | -1 | -6
CCN(CC)C(=O)Cn1cc(C=C2C(=O)N(C)C(=O)N(C)C2=O)c2ccccc21 | 2 | -4 | 5 | -2 | ? | -1 | 2 | -4 | -5
C#C[C@@]1(O)CCC2C3CCC4=C/C(=N/OCC(=O)NC(CCC(N)=O)C(=O)O)CC[C@]4(C)C3CC[C@@]21C (stereo partly specified) | 2 | -1 | 1 | 2 | -1.0 | 7 | 0 | 3 | 4
C=C1C[C@]2(O)[C@@]3(C)CCC(=O)C(C)(C)C3=C(O)C(=O)[C@@]2(C)[C@@H]2C(=O)O[C@@](C)(C(=O)OC)C(=O)[C@@]12C | -1 | 1 | 4 | 7 | 0.7 | 0 | 9 | 2 | 4
Cc1cccc(-n2c(CN3C(=O)c4ccccc4C3=O)nc3ccccc3c2=O)n1 | 5 | -2 | -1 | -8 | . | -7 | -3 | 3 | 1
OCCOCC#CCN1CCOCC1 | -2 | 2 | 0 | 0 | 1.8 | 2 | 4 | -1 | -4
COCCNP(=O)(c1ccccc1)c1nc2ccccc2s1 (stereo unspecified) | 5 | 6 | -3 | 5 | -0.4 | -5 | 8 | 3 | 4
O=C1OC(c2ccc(Br)cc2)=N/C1=C\N1CC2CC(C1)c1cccc(=O)n1C2 (stereo unspecified) | -1 | 0 | 6 | -5 | -0.6 | 2 | 3 | -3 | -4
CCOc1cc(/C=C2\C(=O)NC(=O)N(C)C2=O)cc([N+](=O)[O-])c1O | -3 | 15 | -4 | 1 | -4.1 | -2 | -1 | -2 | -2
CC(=O)O[C@H]1CC[C@@]2(C)C(=CC[C@@H]3[C@@H]2CC[C@]2(C)C(=O)CC[C@@H]32)C1 | 0 | 0 | -1 | 8 | . | -16 | -1 | -4 | -14
CCOC(=O)N(CC)c1ccc(C(O)(C(=O)OC)C(F)(F)F)cc1 (stereo unspecified) | -2 | -1 | 4 | 2 | 1.4 | 1 | 4 | -2 | 1
COc1ccc(N=C(C)c2c(O)[nH]c(=O)[nH]c2=O)cc1 | 4 | 3 | -4 | 5 | -3.0 | -3 | 2 | 4 | 12
COc1ccc(C[C@H]2NC[C@H](O)[C@H]2OC(C)=O)cc1 | -3 | -5 | -3 | 2 | 2.4 | -1 | 9 | -1 | 0
COc1cc(CC(=O)N2C[C@H]3C[C@@H](C2)c2cccc(=O)n2C3)cc(OC)c1OC | 4 | . | . | 6 | . | -7 | . | -3 | -3
COC(=O)C1=C(c2ccc(-c3ccccc3)c(F)c2)C[C@@H]2CC[C@H]1N2C(=O)NC1CCCCC1 | 1 | . | . | -1 | . | -13 | . | -1 | 1
CC1CC(C)CN(CC(=O)c2ccc(OC(F)F)cc2)C1 (stereo unspecified) | 4 | -1 | -1 | -1 | -1.0 | -2 | -5 | -2 | 0
CCN(CC)C(=O)c1ccc(NC(=O)c2cc(S(=O)(=O)N3CCCCCC3)ccc2OC)cc1 | -1 | 1 | -1 | -2 | 3.1 | 1 | 3 | -1 | -5
O=c1[nH]c(O)c(C=NC2CCN(Cc3ccccc3)CC2)c(=O)[nH]1 | -1 | -4 | -4 | 3 | -7.2 | -2 | -3 | 0 | 6
Cc1ccc(-c2nn(Cc3ccccc3)cc2C=O)cc1 | 5 | 6 | 0 | 7 | 0.5 | 4 | 6 | -5 | -1
COc1ccc(-n2c(SC)nc3ccccc3c2=O)cc1 | -3 | 4 | 7 | 6 | 1.9 | 3 | 8 | -4 | -4
Cc1cccc2c(CCN)c[nH]c12 | 4 | 6 | 3 | -8 | -3.2 | -2 | 11 | -1 | 1
CC12CCC3C(CC=C4CC(O)CCC43C)C1C/C(=C\c1cccc(F)c1)C2=O (stereo unspecified) | 3 | -3 | -1 | 0 | 2.2 | 0 | -5 | -1 | 2
COCCCn1c(N)c(C(=O)Nc2sc3c(c2C(=O)OC)CCCC3)c2nc3ccccc3nc21 | -6 | 6 | 10 | -9 | -5.7 | 0 | 3 | -7 | -7
O=C(c1ccc(C(F)(F)F)cc1)C1CCCN(C2CCSCC2)C1 (stereo unspecified) | 0 | -1 | -4 | 0 | 1.3 | 1 | -6 | -1 | 9
O=[N+]([O-])c1cc(F)c(N2CCCC2)cc1Br | -2 | -5 | 0 | -3 | 2.5 | 2 | 3 | -3 | -3
COc1ccccc1NC1(C#N)CCCCC1 | 0 | 1 | 0 | 5 | 2.3 | 5 | 3 | -1 | -4
COC(=O)CC(NC(=S)N1CC2C[C@@H](C1)Cn1c2cccc1=O)C(=O)OC (stereo partly specified) | -5 | -2 | 0 | 0 | -0.8 | -6 | 5 | -1 | -11
CC1=NN(c2ccccc2)C(=O)C1/C=C1\C(=O)NC(=O)N(c2ccc(C)c(C)c2)C1=O (stereo unspecified) | -7 | -3 | 22 | -10 | 1.1 | 4 | 20 | 9 | -10
Cc1ccc(C(=O)C2CN3CCC2CC3)cc1 (stereo unspecified) | 4 | 3 | 1 | 3 | -0.1 | -4 | -1 | -2 | 3
O=P1(Oc2ccccc2)CC=C[C@H](COCc2ccccc2)O1 (stereo partly specified) | 3 | 2 | -1 | 4 | 0.1 | 1 | 4 | 1 | 7
CCC(C)n1c(O)c(C=NCCN2CCOCC2)c(=O)[nH]c1=S (stereo unspecified) | 0 | -1 | 2 | 0 | -0.1 | -5 | 6 | -4 | -5
O=C(NCC(c1cccnc1)N1CCN(c2ccc(F)cc2)CC1)Oc1ccccc1 (stereo unspecified) | 5 | 2 | -5 | 7 | 0.0 | 2 | 8 | 1 | 5
CN(C)C(=O)Oc1ccc2nnc3ccnn3c2c1 | 31* | -2 | 0 | 12 | -2.5 | 2 | -2 | 1 | 29
NC1=NC(c2cccnc2)n2c(nc3ccccc32)N1 (stereo unspecified) | -2 | -3 | -1 | 2 | 0.8 | 1 | -2 | 0 | 3
O=C(N/N=C/c1c(O)n(C2CC2)c(=S)[nH]c1=O)c1ccccc1 | 3 | 4 | 0 | 2 | -6.3 | -4 | 3 | -2 | 13
CCc1ccc(-n2c(O)c(/C=N/N3CCCCC3c3cccnc3)c(=O)[nH]c2=O)cc1 (stereo unspecified) | 5 | -1 | 1 | 8 | -1.3 | 1 | 5 | 0 | 6
Nc1ccc([N+](=O)[O-])cc1 | 4 | . | . | 3 | . | 0 | . | -5 | 7
COP(=O)(OC)C(NC(C)=O)C(Cl)(Cl)Cl (stereo unspecified) | 1 | 0 | -2 | 6 | -2.2 | -8 | 8 | -3 | -2
Cc1ccc(NC(=S)NCCc2cnc[nH]2)cc1C | 7 | -3 | 8 | 7 | 3.7 | -9 | 10 | -5 | 6
Cc1ccc2ccccc2c1NC(=O)CNC1CCCCC1 | -1 | 2 | -1 | -3 | 0.2 | 1 | 1 | 0 | 2
COc1cccc2c1O[C@H]1C(=O)CC[C@H]3CN(C)CCC231 (stereo partly specified) | 3 | 1 | 2 | 0 | 2.4 | -5 | -1 | 6 | -8
COC(=O)C1=Nc2ccccc2/C1=C\c1c(O)n(-c2cc(OC)ccc2OC)c(=O)[nH]c1=O | -5 | 0 | 20 | -18 | . | 0 | 3 | -3 | -13
CC(=O)N1CCN(c2ccc([N+](=O)[O-])cc2C=C2C(=O)NC(=O)NC2=O)CC1 | 6 | 0 | -1 | -2 | -2.5 | -1 | 1 | -2 | 0

Taken from above:
Reading of Cc1ccc(C(=O)C2CN3CCC2CC3)cc1 (stereo unspecified) under Fam108B counter: 3
Reading of CCc1ccc(-n2c(O)c(/C=N/N3CCCCC3c3cccnc3)c(=O)[nH]c2=O)cc1 (stereo unspecified) under Bcl-xL primary: 5

Carrying on:
SMILES | Bcl-xL primary | Fam108B counter | TPT1 inhibitor | GLD-1 RNA inh | MEX-5 binding | PME-1 inh | GSTO1 inh | PAD4 FP inh | MCL1-BIM inh
COc1ccccc1N1CCN(Cc2ccc(Br)s2)CC1 | 3 | 3 | 1 | 6 | -0.9 | 4 | -3 | 7 | 3
CCCCOC(=O)c1ccc(NC(=O)c2c(O)[nH]c(=O)[nH]c2=O)cc1 | 0 | 4 | 3 | 1 | 1.1 | 1 | -6 | 1 | 0
CC(C)CC(NC(=O)CCCNC(=O)CCC(=O)OC1O[C@H]2OC3(C)CC[C@H]4[C@H](C)CCC(C1C)C24OO3)C(=O)O (stereo partly specified) | 4 | 3 | -3 | 2 | 1.5 | 1 | -9 | -6 | 2
CCN1CCN(C(=O)COc2ccc(S(=O)(=O)N(C)Cc3ccccc3)cc2)CC1 | 5 | -2 | -2 | -2 | -4.4 | 2 | 5 | -4 | 7
COc1ccc(OCC(=O)N2CCN(C(C)C)CC2)cc1 | 7 | 4 | -3 | 6 | 1.8 | 3 | 2 | 1 | 3
Cc1cc(OCC(=O)NC2CCS(=O)(=O)C2)c2c3c(c(=O)oc2c1)CCC3 (stereo unspecified) | 6 | -3 | 5 | 1 | 0.5 | -1 | 7 | -1 | -2
CN1CCN(c2ccc(N)c(N3CCN(C)CC3)c2)CC1 | 10 | 0 | -3 | -5 | -3.8 | -5 | 20 | -11 | 9
CC[n+]1c(/C=C/N(C)c2ccccc2)sc2ccc(Cl)cc21 | 1 | -31 | 2 | -4 | 4.5 | -20 | -17 | -53 | 11
Cc1ccsc1C(=O)C1CCCN(Cc2ccc(-n3cccn3)cc2)C1 (stereo unspecified) | 8 | -5 | -2 | 2 | 1.0 | 1 | 4 | 0 | -1
NNc1n[nH]c(=S)n1N | -8 | 1 | 1 | -1 | -16 | 4 | 31 | -3 | -11
O=C(CN1CCCCC1)c1ccc(OC(F)F)cc1 | 0 | 2 | 3 | -1 | -0.3 | 0 | -2 | 1 | 1
O=C1NC(=O)N(Cc2ccco2)C(=O)/C1=C\c1cccn1CCOc1ccc(Cl)cc1 | -28 | 3 | 62* | -60 | 0.0 | 14 | 13 | 0 | -67
CSc1ncc(CN2CCCC(C(=O)c3cccc(Cl)c3)C2)cn1 (stereo unspecified) | 2 | 5 | -1 | 4 | 0.8 | 0 | -5 | 2 | 4
Cc1ccc(-c2nc3ccccc3c(=O)n2-n2cccc2)cc1 | 4 | 2 | -2 | 2 | 0.0 | 5 | -5 | 1 | 0
COC(=O)C1=C(c2ccc(Cl)c(C(F)(F)F)c2)C[C@@H]2CC[C@H]1N2C(=O)NCCOc1ccc(OC)cc1 | -4 | . | . | -4 | . | 0 | . | 1 | 0
Nc1ccc(Cl)cc1C(=O)c1ccccc1 | 6 | 0 | 1 | -4 | -0.5 | 0 | 0 | -1 | 6
OC12CCCCC1C(c1ccccc1)NCC2 (stereo unspecified) | -3 | 3 | -1 | 8 | 0.3 | 2 | -2 | -6 | 3
COCCN1C(=O)/C(=C/c2c(OC)cc(OC)cc2OC)C(=O)N(c2ccccc2)C1=O | 25 | -2 | 9 | -1 | -12 | -4 | 10 | -1 | 15

The list is partial; rates above refer to the full screens.
